ELG1 repair inh = qHTS screen for small molecules that inhibit ELG1-dependent DNA repair in human embryonic kidney (HEK293T) cells expressing luciferase-tagged ELG1; 330,000 compounds, 2.3% hits; HEK293T ELG1-luciferase reporter, luminescence, 16 h; DNA damage induced by 5-fluorouridine; Potency, µM (series often up to 46.1 µM), inactives show at the top dose activity change, negative = inhibition, most hits filed as inhibitors; further: potency means the concentration at half of the fitted maximal effect; on the % scale 0 is the no-effect control and ±100 the full control effect; nearly all actives have a fitted effect of over 55% in size
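Overnight (16 hr) co-exposure of 2,000 cells/well to 5-fluorouridine and compound at 37 °C preceded detection. Luciferase was quantified via ONE-Glo luminescence; loss of signal denotes inhibition.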
KCNH2 3.1 block = qHTS for Inhibitors of KCHN2 3.1: Mutant qHTS; activity change, % (tested at about 1.8 µM); U2OS KCNH2 3.1, thallium flux FluxOr; active compounds read low; Potassium voltage-gated channel subfamily H member 2, brain isoform KCNH2 3.1 (human); AID 720553, 2013; 340,000 compounds, 0.95% hits;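 active means maximum activity change below -70%; inconclusive means maximum activity change from -70% to -50%; inactive means maximum activity change above -50%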;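 further: thallium influx rate constant from kinetic fluorescence after stimulation buffer; on the % scale 0 is the no-effect control and ±100 the full control effect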
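Virally transduced U2OS (3.1 isoform, 4 h infection in dark at RT) → overnight 37 C → FluxOr + Red40 in HBSS/HEPES, 45 min → stimulation buffer, 2 min kinetic read → rate constant vs DMSO controls.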
Rab9 prom act = qHTS Assay for Rab9 Promoter Activators. 320,000 compounds, 2.8% hits. Huh7 Rab9 promoter-luciferase reporter, luminescence, 24 h. Potency, µM (highest dose often 9.22 µM), for the others: at the highest dose activation, negative = inhibition, usual class: activators; further: potency means the concentration at half of the fitted maximal effect; % of control where 0% means no effect; nearly all actives have a fitted effect of over 60% in size
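Luminescence read-out: Huh7 cells stably expressing Rab9-luciferase, treated 24 h with compound at 37 °C, then lysed with luciferase reagent for 10 min at ambient before reading.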
MBNL1 CUG block = qHTS Assay for Inhibitors of MBNL1-poly(CUG) RNA binding; TR-FRET MBNL1-His/biotin-(CUG)12 binding, 665/545 ratio; Potency, µM (titrated, usually from 57.5 µM), without a hit: top-dose activity change, negative = inhibition, hits mostly inhibitors; 280,000 compounds, 0.036% hits; active means well fitted inhibition curve with a large enough effect in the signal ratio, with a control signal flat, not every such curve was filed as active; inconclusive means small, poorly fitted or top-dose-only effect, or effect the other way, or a change in a side signal; inactive means no such curve, though single readings can be large or run the other way; the % refers to the signal ratio; further: potency means the concentration at half of the fitted maximal effect; on the % scale 0 is the no-effect control and ±100 the full control effect
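Inhibition of protein-RNA binding appears as loss of TR-FRET between terbium anti-His antibody on MBNL1-His and streptavidin-XL665 on biotin-(CUG)12. Activity is normalized to buffer-only and uninhibited-complex controls.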
Menin-MLL TR inh = qHTS Assay for Inhibitors Targeting the Menin-MLL Interaction in MLL Related Leukemias: Competition With Texas Red Labeled MLL-derived Mutant Peptide | Menin + Texas Red MLL mutant peptide, fluorescence polarization | Potency, µM (highest dose often 61.6 µM), inactives show top-dose FP activity change, negative = inhibition, actives largely listed as inhibitors | 270,000 compounds, 0.23% hits; active means well fitted inhibition curve with a large enough effect in the polarisation, with a control signal flat, not every such curve was filed as active; inconclusive means small, poorly fitted or top-dose-only effect, or effect the other way, or a change in a side signal; inactive means no such curve, though single readings can be large or run the other way; the % refers to the polarisation; further: potency means the concentration at half of the fitted maximal effect; % of control where 0% means no effect; many of its hits are not listed in these tables
Target sequence (O00255 whole entry, looked up): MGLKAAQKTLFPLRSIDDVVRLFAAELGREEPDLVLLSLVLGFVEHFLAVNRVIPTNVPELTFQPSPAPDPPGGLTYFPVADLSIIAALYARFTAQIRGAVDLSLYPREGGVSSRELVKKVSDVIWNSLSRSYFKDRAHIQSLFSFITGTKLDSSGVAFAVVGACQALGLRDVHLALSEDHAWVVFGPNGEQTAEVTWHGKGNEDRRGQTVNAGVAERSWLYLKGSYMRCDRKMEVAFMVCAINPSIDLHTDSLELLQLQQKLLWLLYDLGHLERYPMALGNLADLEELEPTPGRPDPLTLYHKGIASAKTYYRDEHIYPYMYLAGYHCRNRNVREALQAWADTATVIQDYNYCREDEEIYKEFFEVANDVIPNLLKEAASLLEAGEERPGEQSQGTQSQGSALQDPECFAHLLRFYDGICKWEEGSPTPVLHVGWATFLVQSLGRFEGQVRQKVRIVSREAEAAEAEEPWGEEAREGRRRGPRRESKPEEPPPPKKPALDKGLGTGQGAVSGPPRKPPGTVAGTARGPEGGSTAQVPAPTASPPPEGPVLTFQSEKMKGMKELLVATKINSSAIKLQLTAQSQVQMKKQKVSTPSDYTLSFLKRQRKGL
FLuc counter = qHTS profiling assay for firefly luciferase inhibitor/activator using purifed enzyme and Km concentrations of substrates (counterscreen for miR-21 project); Potency, µM (doses to about 57.5 µM), without a hit: at the highest dose activity change, negative = inhibition, most hits filed as inhibitors; 360,000 compounds, 6.9% hits; Luciferin 4-monooxygenase (Photinus pyralis), P08659; purified FLuc, Km substrates, luminescence inhibition;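 further: potency means the concentration at half of the fitted maximal effect; plate controls were vehicle for no effect and reference inhibitor for full effect; nearly all actives have a fitted effect of over 55% in size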
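Purified P. pyralis luciferase (10nM final) with 10uM D-luciferin and 10uM ATP (Km levels) in 50mM Tris acetate pH 7.5, 10mM Mg acetate, 0.01% Tween-20, 0.05% BSA; qHTS 6-point titration, ~60 µM downward; luminescence read.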
Mito fusion act = qHTS Assay for Small Molecule Inhibitors of Mitochondrial Division or Activators of Mitochondrial Fusion. S. cerevisiae fusion-defective mutant growth rescue, CellTiterGlo 48 h. Potency, µM (doses to about 46.1 µM), inactives show at the top dose growth rescue (activation), hits mostly activators. 320,000 compounds, 0.23% hits. AID 485298, 2010;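 further: potency means the concentration at half of the fitted maximal effect; % of control where 0% means no effect; nearly all actives have a fitted effect of over 45% in size; temperature-sensitive fusion mutants such as fzo1-1 at 37 °C on non-fermentable ethanol glycerol medium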
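Temperature-sensitive fusion-defective S. cerevisiae (e.g. fzo1-1, mgm1-5) were grown with compound in YPEG medium (3% ethanol, 3% glycerol) for 48 hours at 37C. Growth rescue was measured as viability by CellTiterGlo luminescence after 10 minutes at ambient.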
VP16 counter = VP16 counterscreen qHTS for inhibitors of ROR gamma transcriptional activity; Drosophila S2 Gal4-VP16 UAS-luciferase, luminescence, 20 h; Potency, µM (top dose mostly 53.6 µM), for inactives: at the highest dose activity, negative = inhibition, usual class: inhibitors; 310,000 compounds, 3.5% hits;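 further: Gal4-VP16 expression switched on by copper sulfate through the metallothionein promoter; potency means the concentration at half of the fitted maximal effect; on the % scale 0 is the no-effect control and ±100 the full control effect; nearly all actives have a fitted effect of over 50% in size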
NPC1 prom act = qHTS Assay for NPC1 Promoter Activators; AID 485313, 2010; 320,000 compounds, 2.4% hits; Huh7 NPC1 promoter luciferase reporter, 24 h; Potency, µM (titrated, usually from 9.22 µM), without a hit: at the top dose activation, most hits filed as activators;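 further: potency means the concentration at half of the fitted maximal effect; % of control where 0% means no effect; nearly all actives have a fitted effect of over 60% in size; reporter is driven by a mutant NPC1 promoter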
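Readout is luciferase luminescence, reflecting NPC1 promoter activation in stably transfected Huh7 cells after 24 h compound exposure at 37 °C in reduced-serum medium with 10% FBS.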
PKM2 act = qHTS Assay for Activators of Human Muscle isoform 2 Pyruvate Kinase; purified PKM2, Kinase-Glo ATP luminescence, activation; response scale: 0% is enzyme alone, no compound; Potency, µM (top dose mostly 57.5 µM), inactives show at the highest dose activation, usual class: activators; Pyruvate kinase PKM (Homo sapiens), P14618; 260,000 compounds, 0.34% hits; AID 1631, 2009; further: potency means the concentration at half of the fitted maximal effect; on the % scale 0 is the no-effect control and ±100 the full control effect; nearly all actives have a fitted effect of over 55% in size
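Kinase-Glo luminescence reports ATP generated from ADP (0.1 mM) and PEP (0.5 mM) by purified hPK-M2 after 1 h at room temperature, pH 7.2 imidazole buffer; intermediate enzyme activity allows detecting inhibitors and activators.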
RORg inh = qHTS for inhibitors of ROR gamma transcriptional activity. Nuclear receptor ROR-gamma (Mus musculus), P51450. Drosophila S2 Gal4-RORgamma UAS-luciferase reporter, 20 h. Potency, µM (titrated, usually from 53.6 µM), without a hit: at the top dose activity change, negative = inhibition, usual class: inhibitors. 310,000 compounds, 5.4% hits. AID 2551, 2010; further: potency means the concentration at half of the fitted maximal effect; on the % scale 0 is the no-effect control and ±100 the full control effect; nearly all actives have a fitted effect of over 60% in size
Target sequence (P51450 whole entry, looked up, the tested form may be a part): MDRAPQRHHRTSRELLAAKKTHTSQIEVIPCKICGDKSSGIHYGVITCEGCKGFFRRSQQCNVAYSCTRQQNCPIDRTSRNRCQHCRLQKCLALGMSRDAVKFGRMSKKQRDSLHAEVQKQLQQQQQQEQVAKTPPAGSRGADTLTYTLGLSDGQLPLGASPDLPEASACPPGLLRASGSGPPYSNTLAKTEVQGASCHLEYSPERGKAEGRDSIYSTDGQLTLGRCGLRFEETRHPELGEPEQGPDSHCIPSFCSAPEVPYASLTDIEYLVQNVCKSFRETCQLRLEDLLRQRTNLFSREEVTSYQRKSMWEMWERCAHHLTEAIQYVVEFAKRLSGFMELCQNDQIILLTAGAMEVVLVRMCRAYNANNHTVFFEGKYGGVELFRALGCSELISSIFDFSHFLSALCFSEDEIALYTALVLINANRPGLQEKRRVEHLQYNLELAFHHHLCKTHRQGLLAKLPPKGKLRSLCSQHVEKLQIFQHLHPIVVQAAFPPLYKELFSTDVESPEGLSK
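Luminescence from a UAS-regulated Photinus luciferase reporter in stably transfected Drosophila Schneider cells is measured; decreased signal marks ROR gamma inhibition. Fusion expression is induced by 700 uM copper sulfate for 20 hr.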
Numbers without * were called inactive; ? = inconclusive; . = not tested or not shown; [ ] = another dose, or the depositor's remark. Unless noted, the call rests on the fitted dose curve; in most records, active means well fitted curve in the direction sought with a large enough effect; inconclusive means small, poorly fitted or top-dose-only effect, or another doubt; inactive means no such curve, though single readings can be large; an effect the other way counts as inactive or inconclusive. Not all compounds are listed (hit frequency here may not be typical).

SMILES	ELG1 repair inh	KCNH2 3.1 block	Rab9 prom act	MBNL1 CUG block	Menin-MLL TR inh	FLuc counter	Mito fusion act	VP16 counter	NPC1 prom act	PKM2 act	RORg inh
COc1cccc(-c2csc3nnc(SCC(=O)c4ccc(NC(C)=O)cc4)n23)c1	-3.6%	-4.9	0.2%	-2.3%	?	-1.4%	-2.5%	-2.3%	1.4%	1.6%	-23.6%
CC12CC3(C)CC(C)(C1)CC(C(N)=O)(C2)C3	5.1%	1.9	0.3%	1.4%	5.2%	-0.1%	3.7%	-4.8%	-10.5%	-34.4%	-12.9%
O=C(CCc1nc(-c2ccccn2)no1)NCc1ccc2c(c1)OCO2	19.8%	-3.3	-5.5%	-14.2%	.	-1.6%	-0.8%	-0.7%	-16.3%	-1.8%	2.3%
CCOC(=O)Nc1nc(-c2ccc(F)cc2F)cs1	?	-4.1	?	1.6%	9.1%	19µM*	22.2%	-9.9%	?	-4.5%	-15.3%
O=C(COC(=O)c1ccco1)NCC1CCCO1 (centres undefined)	9.8%	-2.4	2.5%	-24.1%	-3.2%[11.7 µM]	9.8%	-1.4%	-12.5%	-2.1%	3.3%	11.8%
COc1ccc(OCC(=O)N2CCN(C(=O)COc3ccc(Br)cc3)CC2)cc1	-15.2%	.	-6.3%	-3.0%	2.4%	-7.9%	2.9%	-4.6%	2.8%	12.0%	?
c1csc(Cn2c(-c3cccs3)nc3ccccc32)c1	-10.9%	8.5	-1.0%	14.4%	-20.0%	?	8.3%	?	0.8%	3.8%	?
Cc1onc(-c2ccccc2)c1C(=O)NC(C)C1CCCO1 (centres undefined)	4.0%	-25.5	1.1%	4.5%	13.1%	0.4%	-3.1%	-2.9%	-2.1%	-0.1%	-11.6%
Cc1cccc(CCNC(=O)C2CCCN(c3ncnc4c3nc3n4CCCCC3)C2)c1 (centres undefined)	?	13.9	-0.4%	5.7%	-19.4%	3.8%	3.4%	4.6%	-5.8%	.	21.3%
CCCN(/C=N/c1sc2c(c1C#N)CCCCC2)CCC	?	-14.0	14.6%	-4.2%	-12.8%	19µM*	-5.7%	?	25.8%	-6.3%	17.4%
O=C(Nc1ccc2c(c1)C(=O)NC2=O)c1ccccc1	10.5%	22.5	2.6%	38.7%[activator]	-26.1%	-1.7%	-0.3%	-15.9%	0.3%	2.2%	4.7%
CCCn1c(SCC(=O)N2CCCc3ccccc32)nnc1-c1ccco1	-8.4%	1.9	-3.6%	-7.8%	-7.4%	4.6%	0.3%	-5.3%	-0.9%	1.3%	5.5%
Cc1c(CNC(=O)c2cnn3c2NC(c2ccccc2)CC3C(F)(F)F)cnn1C (centres undefined)	-13.0%	12.5	-6.0%	-1.5%	1.7%	1.1%	0.1%	-0.3%	-0.9%	-12.1%	-15.1%
O=C(Nc1ccc2oc(-c3ccccc3F)nc2c1)c1ccccc1F	?	23.2	3.55µM*	31.3%[activator]	?	4.78µM*	-9.0%	-13.2%	2.24µM*	-1.1%	26.8%
CCOc1ccccc1NS(=O)(=O)c1cc2c3c(c1)C(C)C(=O)N3CCC2 (centres undefined)	7.3%	-7.9	0.5%	-1.5%	.	1.5%	3.3%	-4.1%	-3.7%	.	8.2%
CN(C)c1ccc(CNC2C3CC4CC(C3)CC2C4)cc1 (centres undefined)	-8.7%	2.2	3.4%	-7.5%	-24.1%	-0.6%	-2.6%	0.6%	0.9%	0.6%	-23.1%
C=Cc1ncc(OC)c2c1[nH]c1ccccc12	4.5%	-2.3	-0.1%	.	.	1.4%	-8.7%	.	-4.9%	.	.
COc1cc(NC(=S)NCCCN2CCOCC2)cc(OC)c1	12.1%	8.9	-5.2%	-12.3%	-15.5%	0.2%	-1.7%	5.2%	-0.1%	-4.7%	-17.5%
O=C(CN1C(=O)/C(=C/c2cccc(Br)c2)SC1=S)NCCCN1CCOCC1	28.8%	-14.4	6.5%	?	.	21.3µM*	-5.6%	-2.3%	5.2%	15.0%	-1.7%
Cc1ccc(C(=O)NCCn2cc(SCC(=O)Nc3cc(C)on3)c3ccccc32)cc1	?	3.4	?	-2.8%	2.7%	5.36µM*	-1.4%	-15.6%	0.2%	0.1%	?
COc1cccc(CN(C(=O)/C=C/c2ccco2)C2CCS(=O)(=O)C2)c1 (centres undefined)	9.2%	-0.4	-0.2%	11.7%	-0.3%	-0.9%	3.2%	12.2%	-2.7%	.	15.6%
Cc1ccccc1/C=C/C(=O)N1CCOCC1	?	18.8	9.8%	10.3%	2.0%	?	-7.1%	18.3%	11.6%	1.9%	-5.7%
CN(CC(=O)Nc1cccc(F)c1)C(=O)CCCNC(=O)c1ccc(Cl)cc1	?	26.8	?	.	.	12µM*	-3.8%	.	?	.	.
NS(=O)(=O)c1cccc(NC(=O)CCSc2ccccc2Cl)c1	?	3.1	?	.	26.4%	16.9µM*	-4.1%	-11.3%	?	15.1%	?
COc1ccc(C)cc1S(=O)(=O)N1CCCC(C(=O)N2CCOCC2)C1 (centres undefined)	-6.8%	-16.8	0.2%	-8.7%	-1.4%	5.7%	-2.4%	-3.6%	1.7%	0.3%	-17.5%
O=C(Nc1ccon1)c1ccc(Br)o1	-0.6%	-7.0	0.7%	1.5%	0.1%	-0.2%	-3.8%	4.4%[0.365 µM]	1.4%	-8.7%	5.0%
NS(=O)(=O)c1cccc(NC(=O)CCS(=O)(=O)c2ccc(Cl)cc2)c1	-10.7%	-12.2	-6.5%	-7.5%	?	0.4%	3.5%	-7.9%	-2.1%	?	0.9%
Nc1ccc(N2CCN(c3ccc(Cl)c(Cl)c3)CC2)cc1	?	4.8	-3.7%	7.8%	7.9%	?	12.6µM*	-8.0%	-3.5%	3.0%	-22.5%
COc1ccc(NC(=O)C2CCCN(S(=O)(=O)c3ccc4[nH]c(=O)ccc4c3)C2)cc1 (centres undefined)	1.3%	0.0	4.8%	10.2%	?	-0.3%	-1.3%	-8.8%	-2.7%	-2.3%	-19.5%
O=CN1CCCN(Cc2nc(-c3cccc(Cl)c3)no2)CC1	?	-16.5	19.7%	0.8%	-5.5%	-0.7%	-4.2%	17.7%	0.2%	-0.2%	-2.4%
CCCCc1ccc(-c2csc(/C(C#N)=C\c3ccc(C)o3)n2)cc1	-1.9%	-13.2	-1.1%	-3.7%	?	-7.9%	0.2%	0.8%	-1.0%	-1.1%	2.1%
Cc1cc(C)cc(N(C(=O)c2cccs2)C2C=CS(=O)(=O)C2)c1 (centres undefined)	-8.9%	2.7	-2.9%	0.3%	-23.6%	-2.6%	9.8%	-10.5%	-1.9%	7.8%	8.5%
O=C(NCc1cccnc1)C1CCCN(S(=O)(=O)c2ccc(Cl)cc2)C1 (centres undefined)	2.7%	-9.0	1.1%	5.1%	-19.0%	2.6%	-2.6%	.	-0.6%	-3.6%	7.9%[0.365 µM]
C/C=C/C(=O)OCC(=O)Nc1cccc(F)c1	2.8%	13.4	0.3%	0.5%	-7.1%	-5.3%	0.9%	-10.5%	-8.8%	-0.2%	21.4%
O=S(=O)(NCc1ccco1)c1cnc(Cl)c(Br)c1	?	-22.5	1.7%	5.7%	5.7%	-1.2%	9.2%	5.1%	1.1%	5.5%	7.9%
CN(CC(=O)Nc1ccc(F)cc1)C(=O)c1cc([N+](=O)[O-])ccc1N1CCOCC1	?	-0.2	-3.6%	.	.	3.0%	1.4%	.	6.5%	.	.
Cc1cccc(/C=N/Nc2nncc3ccccc23)c1	?	22.9	0.316µM*	3.4%	?	0.849µM*	16.2%	20µM*	0.562µM*	-23.3%	2.51µM*
